# SSB-PriA inh: inhibitors of Klebsiella pneumoniae PriA binding to SSB C-terminal tail, primary screen, biochemical, AlphaScreen; PriA–SSB C-terminal tail interaction (Klebsiella pneumoniae); AlphaScreen SSBct-PriA binding, biotinylated peptide; inhibition, % at 33 µM; 430,000 tested, 0.6% active; AID 1272365, 2023; in the data active = inhibition mostly above about 37%, no sharp cut-off; inactive = mostly below about 20%;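 note: plate controls were negative control peptide for no effect and reference peptide for full effect; strong numbers were not always called active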
# An asterisk follows results filed as active; & = joins results of further samples. Some of the compounds tested; rates above refer to the full screens.
# Start of the data: the first 5 entries as a preview:
SMILES,SSB-PriA inh
O=C(NC1CCCCC1)N1C[C@H]2C[C@H](C1)c1cccc(=O)n1C2,-7
CC(=O)N1CCc2c(sc(NC(=O)C3(c4ccc(Cl)cc4)CCCC3)c2C(N)=O)C1,3&17
C#CCOCCOCCOCCNc1nc(N2CCN(C(=O)CCCCCCCCCCNC(=O)[C@H](CCCCN)n3cc(C)nn3)CC2)nc(N2CCN(C(=O)CCCCCCCCCCNC(=O)[C@H](CCCN=C(N)N)n3cc(C[C@@H](C)CC)nn3)CC2)n1,8
CCCCCOc1cccc(C(=O)Nc2nnc(-c3cc(C)n(C)n3)o2)c1,-3
COC(=O)c1ccc(S(=O)(=O)N2CCC(CSc3nccn3C)CC2)cc1,1

# The whole of this part, from the first entry:
SMILES,SSB-PriA inh
O=C(NC1CCCCC1)N1C[C@H]2C[C@H](C1)c1cccc(=O)n1C2,-7
CC(=O)N1CCc2c(sc(NC(=O)C3(c4ccc(Cl)cc4)CCCC3)c2C(N)=O)C1,3&17
C#CCOCCOCCOCCNc1nc(N2CCN(C(=O)CCCCCCCCCCNC(=O)[C@H](CCCCN)n3cc(C)nn3)CC2)nc(N2CCN(C(=O)CCCCCCCCCCNC(=O)[C@H](CCCN=C(N)N)n3cc(C[C@@H](C)CC)nn3)CC2)n1,8
CCCCCOc1cccc(C(=O)Nc2nnc(-c3cc(C)n(C)n3)o2)c1,-3
COC(=O)c1ccc(S(=O)(=O)N2CCC(CSc3nccn3C)CC2)cc1,1
CC(C)(C)NC(=O)C(=O)NN=Cc1ccc(Br)cc1,-3
O=[N+]([O-])c1ccc(NN=Cc2cn(Cc3ccc(F)cc3)c3ccccc23)nc1,-4
CC(=NNC(=O)COc1ccccc1-c1ccccc1)c1ccc(O)cc1O,-9
COc1ccc(NC(=O)c2ccc(C)c(S(=O)(=O)N3CCCCCC3)c2)c(OC)c1,11
Nc1nc(SCC(=O)NCc2ccc(F)cc2)[nH]c(=O)c1NC(=O)c1cccs1,-17
CCOC(=O)c1oc2ccccc2c1NC(=O)CCCSc1ccc(F)cc1,4
CCOC(=O)N1CCN(Cc2nc3c(c(=O)n(C)c(=O)n3C)n2C/C=C/c2ccccc2)CC1,1

# Continued; it opens with the 2 that closed the last part.
SMILES,SSB-PriA inh
CCOC(=O)c1oc2ccccc2c1NC(=O)CCCSc1ccc(F)cc1,4
CCOC(=O)N1CCN(Cc2nc3c(c(=O)n(C)c(=O)n3C)n2C/C=C/c2ccccc2)CC1,1
Cc1ccc(C(=O)c2ccccc2NC(=O)C(C)N2CCOCC2)cc1 (stereo not given),-15
O=C(Nc1ccc2c(c1)CN(C(=O)c1ccco1)CC2)c1cccs1,-8&6
Cc1cc(C)n(CCN(C(=O)c2ccc([N+](=O)[O-])o2)c2nc3ccccc3s2)n1,30
CCCCC(=O)NN=Cc1ccc(-c2ccc([N+](=O)[O-])cc2)o1,4
O=C(Nc1ccc(F)cc1)Nc1c2ccccc2nc(=O)n1Cc1cccs1,4
CCn1nc(C(=O)Nc2nnc(-c3cccc(SC)c3)o2)cc1C,-16
C=CCc1cccc(/C=C(/C#N)C(N)=O)c1O,0
COc1cc(Cn2cc(CC(=O)NCc3ccco3)c3ccccc32)cc(OC)c1,-3
Cc1noc(C)c1C(=O)NCC#CCOc1ccc2c(c1)OCO2,-5
CC(C)NC(=O)CN1CCN(Cc2nc(-c3ccc(N4CCC[C@H](C)C4)nc3)no2)CC1,-9
Oc1ccc(CNc2ccccc2Br)c2cccnc12,-1
Cc1ccsc1C=NN=C1C(=O)Nc2ccccc21,10

# Part of the list above, field by field.
mol: CC(=NNC(=O)COc1ccccc1-c1ccccc1)c1ccc(O)cc1O
  SSB-PriA inh = -9

mol: O=C(Nc1ccc2c(c1)CN(C(=O)c1ccco1)CC2)c1cccs1
  SSB-PriA inh = -8&6

mol: COC(=O)c1ccc(S(=O)(=O)N2CCC(CSc3nccn3C)CC2)cc1
  SSB-PriA inh = 1

mol: COc1cc(Cn2cc(CC(=O)NCc3ccco3)c3ccccc32)cc(OC)c1
  SSB-PriA inh = -3

# (list continues)
SMILES,SSB-PriA inh
CC(=O)Nc1ccc(N2C(=O)c3cccc4cccc(c34)C2=O)cc1,5
Cc1ccc(-c2ccc(N3CCN(C(=O)C4CC4)CC3)nn2)cc1,-6
Cc1ccc(CN2CCN(N=Cc3cccnc3)CC2)cc1,5
CCS(=O)(=O)Nc1ccc2c(c1)CCN2C(C)=O,-2
CCOc1ccc(-c2cc(=O)n(CC(=O)Nc3ccc(S(N)(=O)=O)cc3)cn2)cc1,-11
COC1CCN(C(=O)Cn2cnc3ccccc32)CC1,-10
COc1cc(C(C2Sc3ncnn3C2=O)N2CCN(C(=O)c3ccco3)CC2)cc(OC)c1OC (stereo not given),3
O=c1[nH]c(=S)[nH]c2[nH]ncc12,5
Cc1cccc(NC(=O)Nc2c(C)nc3ccccn3c2=O)c1,2
CCCn1c(SCC(=O)Nc2ccc(Br)cc2F)nc2c(oc3ccccc32)c1=O,-3
CCOC(=O)C1CCCN(C(=O)c2cc(OC)no2)C1 (stereo not given),-3
COc1cccc(CNC(=O)Cn2c(=O)c(-c3ccccc3)nc3ccccc32)c1,-11
O=C(CN1CCN(CC(O)c2cccs2)CC1)NC1CC1 (stereo not given),10
CC(=O)Nc1cccc(-c2nc3ccccc3[nH]c2=O)c1,-8
Cc1cccc(-n2c(SCC(=O)NC3CCCCC3)nnc2-c2ccc(Cl)cc2Cl)c1,1
COc1ccc([C@H](OC(=O)c2ccccc2F)c2nccc3ccccc23)cc1,-7
Cc1cc(N)nc(N2CCC(O)CC2)n1,-6
O=c1ccc(N2CCOCC2)n[nH]1,-4
Cc1ccc(S(=O)(=O)N2CCCCC2CC(=O)Nc2ccon2)cc1 (stereo not given),17
COc1cc(C=NNC(=O)c2cc(-c3ccc4c(c3)OCO4)n[nH]2)ccc1O,-10
COc1ccc(C)c2sc(N(C[C@H]3CCCO3)C(=O)C3CCN(S(C)(=O)=O)CC3)nc12,-3
CC(C)(C)OC(=O)Cn1cnc2c(-c3cccc(Cl)c3)csc2c1=O,6
Cc1ccc(-c2cn3c(CC(=O)NC(C)c4ccccc4)csc3n2)cc1 (stereo not given),-4
CCCc1nnc2c(=O)n(CC(=O)Nc3cccc(C(=O)OCC)c3)c3ccccc3n12,-2
COc1ccc(OC)c(NC(=O)c2ccc(OC)c(OC)c2)c1,-10
COc1ccc([C@@H](O)CN2CCN(c3ccccc3C)CC2)cc1,0
O=C(O)c1ccc(C=NNC(=O)c2cc3ccccc3cc2O)cc1,-16
COCCN(Cc1ccsc1)C(=O)c1ccc(-c2ccsc2)cc1,-9
O=S(=O)(CCCOc1ccc(F)cc1)N1CCN(c2ncccn2)CC1,1
O=C(CN1CCN(Cc2nc3ccccc3[nH]2)CC1)N1CCOCC1,2
COc1ccccc1N1CCN(N=Cc2cc([N+](=O)[O-])ccc2Cl)CC1,13
NC(=NOC(=O)c1cccc([N+](=O)[O-])c1)c1cccc([N+](=O)[O-])c1,0
O=C(Nc1ccccc1-c1cn2ccccc2n1)c1cc(=O)[nH]c2ccccc12,-15
COc1ccc(C(=O)Nc2ccc3c(c2)N(CCC(C)C)C(=O)C(C)(C)CO3)c(OC)c1,13
CCOCC(=O)Nc1cccc(-c2csc(Nc3ccccc3F)n2)c1,5
Cc1cn2nnc(C(=O)N[C@@H](C)CCc3ccco3)c2c(=O)[nH]1,6
COc1ccc(Br)cc1CCC(=O)NC(c1cccnc1)C1CCOCC1 (stereo not given),-5
Cc1ccc(Cl)cc1NC(=S)NN=Cc1cccc2ccccc12,5
COC(=O)c1sccc1S(=O)(=O)N1CCN(c2nc3c(C(F)(F)F)cccc3s2)CC1,-3
CC(=NNC(=O)C1CC1)c1ccc(C)c(C)c1,2
CCOC(=O)c1cnn2ccc(NC(=O)c3cc(C)oc3C)cc12,-5
COc1ccc(C=NNc2cc(C)nc(NS(=O)(=O)c3ccc(C)cc3)n2)cc1,19
COC(=O)c1[nH]c(C)c(C(O)=C2C(=O)C(=O)N(CCN3CCOCC3)C2c2ccco2)c1C (stereo not given),-5
COc1cccc(Cn2cc(C=NNC(=O)c3cc(O)cc(O)c3)c3ccccc32)c1,34
O=C1CSC(=NN=Cc2ccccc2OS(=O)(=O)c2ccccc2)N1,-2
Cc1nc2ccc(NC(=O)c3ccc4c(c3)CCCC4)cc2s1,-2
Cc1ccc(C=NNC(=O)c2nnn(-c3nonc3N)c2C)o1,-2
O=C1C(=O)N(CCN2CCOCC2)C(c2ccccn2)C1=C(O)c1ccc(Cl)cc1 (stereo not given),-9
Cc1ccccc1Oc1ccc(S(=O)(=O)N2CCN(c3ccccc3)CC2)cc1,-1
COc1ccc(N2CC(c3nnc(SCC(=O)c4ccc(Cl)cc4)o3)CC2=O)cc1Cl (stereo not given),-9
COc1ccccc1NC(=O)CN1N=NC2C(=O)N(c3ccc(Br)cc3)C(=O)C21 (stereo not given),10
O=C(C1COc2ccccc2O1)N1Cc2cncnc2C1 (stereo not given),-10
N#C/C(=C\c1ccc(-c2ccc([N+](=O)[O-])cc2)o1)c1nc(-c2cccs2)cs1,8
Cc1ccc(C)c(Cn2nnc(C(=O)NCc3ccco3)c2N)c1,6
O=S(=O)(c1ccccc1)c1nc(-c2cccs2)oc1NCc1ccco1,-11&-5
O=C(c1c[nH]c(=O)c(Cl)c1)N1CCC[C@H](Cc2nc(-c3ccccc3F)no2)C1,3
O=C(COc1ccc(Cl)cc1)Nc1ccn2nccc2c1,-14
CSC[C@@](C)(O)CNC(=O)C(=O)Nc1cccc(N2CCCCC2=O)c1,-3
COc1ccc(CCNC(=O)CCc2c(C)nn(-c3nc(C)cc(=O)[nH]3)c2C)cc1OC,-5
Cc1cc(C)c(NC(=O)COc2cc(C)nc(N3CCc4ccccc4C3)n2)c(C)c1,-4

# Additional structures follow:
SMILES,SSB-PriA inh
CCN1C(=O)C(C)(C)COc2ccc(NC(=O)Cc3ccc(F)cc3)cc21,30
O=C(CS(=O)(=O)c1ccccc1)Nc1nnc(-c2ccco2)o1,3
COC(=O)C(C=NOCc1ccc([N+](=O)[O-])cc1)NC(=O)c1ccccc1 (stereo not given),-3
O=C(c1ccc2ncsc2c1)N1CCC(c2cccs2)CC1,-9
Cc1cccc(Nc2nc(CC(N)=O)cs2)n1,-10
O=C(CCCc1ccccc1)N1CCO[C@@H](Cc2ccccc2)C1,-5
O=c1[nH]c(O)c(C=Nc2cccc(O)c2)c(=O)[nH]1,-5
Cn1cccc1-c1noc(CNC(=O)c2cccs2)n1,-8
COc1ccc(C(=O)NCCC23CC4CC(CC(C4)C2)C3)cc1,-19
COC(=O)c1c(N=CN(C)C)sc2c1CCN(c1ncc(C(F)(F)F)cc1Cl)C2,-7
CCOc1coc(C(=O)Nc2nc3ccc(C)cc3s2)cc1=O,-16
COc1cc(NC(=O)c2cccnc2)ncn1,-5
Cc1nnsc1C(=O)N(Cc1ccco1)Cc1nn(C)c2c1CCC2,-19
O=C(CSCc1ccccc1)N1CCC[C@H](Cc2nc(C3CC3)no2)C1,-12
CCc1ccc(-c2ccc(/C=C3/SC(=S)N(CCCC(=O)O)C3=O)o2)cc1,30
Cc1cc(CN)c(C)o1,-5
Cc1ccc2cc(CCNC(=O)Cc3ccc(F)cc3)c(=O)[nH]c2c1,-13
CCOC(=O)Cc1csc(NC(=O)COc2cccc3c2OC(C)(C)C3)n1,2
CCCCOc1ccc(C(=O)NCCNc2ccc(-n3cccc3)nn2)cc1,-14
O=C(NN=Cc1ccccc1)NC1CCCCC1,-15
COc1ccc(CNC(=O)NCC(C)(O)Cc2ccco2)cc1OC (stereo not given),-5
Nc1cc(OCc2ccccc2)ncn1,0
COC(=O)c1ccc(S(=O)(=O)N2CCC(Cn3cccn3)CC2)cc1,-3
COc1ccc(Br)cc1C=NNC(=O)c1nc(-c2ccccc2)n2c1CCCCC2,9
O=S(=O)(NCCc1ccoc1)c1ccccc1OC(F)(F)F,2

# Seven of these compounds in a different format.
smiles	SSB-PriA inh
Cc1cc(CN)c(C)o1	-5
Cc1ccc2cc(CCNC(=O)Cc3ccc(F)cc3)c(=O)[nH]c2c1	-13
CCOC(=O)Cc1csc(NC(=O)COc2cccc3c2OC(C)(C)C3)n1	2
CCCCOc1ccc(C(=O)NCCNc2ccc(-n3cccc3)nn2)cc1	-14
O=C(NN=Cc1ccccc1)NC1CCCCC1	-15
COc1ccc(CNC(=O)NCC(C)(O)Cc2ccco2)cc1OC (stereo not given)	-5
Nc1cc(OCc2ccccc2)ncn1	0

# From PubChem
